Source: PubChem BioAssay
SMN2 splice up: qHTS Assay for Enhancers of SMN2 Splice Variant Expression. HEK293 SMN2-luciferase splicing reporter, luminescence, 30-36 h. Potency, µM (series often up to 46.1 µM), for the others: at the top dose activity change, positive = activation, hits mostly activators. hit rate 2.8% among 210,000. AID 1458, 2008; also: % of control where 0% means no effect; nearly all actives have a fitted effect of over 55% in size
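HEK293 cells carry an SMN2 minigene-luciferase reporter in which exon 7 inclusion puts luciferase in frame. Cells were seeded at 2000 cells/well, attached for 10-12 hours, then exposed to compounds for 30-36 hours at 37C before ONE-Glo luminescence.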
aGal spleen mod: qHTS Assay for Inhibitors and Activators of Human alpha-Galactosidase From Spleen Homogenate; Potency, µM (doses to about 80 µM), without a hit: top-dose activity change, negative = inhibition, usual class: inhibitors; human spleen homogenate, 4MU-alpha-Gal fluorescence, 40 min; hit rate 0.008% among 240,000; Alpha-galactosidase A (Homo sapiens), P06280; AID 2107, 2009;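 also: 0% = enzyme with vehicle and -100% = no enzyme basal signal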
Target sequence (P06280 32-429 limits assumed): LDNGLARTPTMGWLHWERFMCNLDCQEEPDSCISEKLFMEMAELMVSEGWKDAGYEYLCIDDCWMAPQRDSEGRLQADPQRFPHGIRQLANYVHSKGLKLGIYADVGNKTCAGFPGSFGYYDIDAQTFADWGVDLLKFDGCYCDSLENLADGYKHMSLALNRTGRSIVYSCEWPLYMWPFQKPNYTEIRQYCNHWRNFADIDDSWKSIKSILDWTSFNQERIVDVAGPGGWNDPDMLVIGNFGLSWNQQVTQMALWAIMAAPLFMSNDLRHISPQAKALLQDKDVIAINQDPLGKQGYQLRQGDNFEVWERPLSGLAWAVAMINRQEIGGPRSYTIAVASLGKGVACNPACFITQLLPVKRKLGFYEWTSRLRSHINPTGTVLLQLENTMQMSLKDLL
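Spleen homogenate 1 ug + cpd (titration) + 4-MU-alpha-D-galactopyranoside 1 mM; 37C 40 min; 50 mM citrate/phosphate pH 5.0, 0.01% Tween-20; stop pH 10; fluorescence 365/440; AC50 via Hill.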
ALDH1A1 block: qHTS Assay for Inhibitors of Aldehyde Dehydrogenase 1 (ALDH1A1). Aldehyde dehydrogenase 1A1 (Homo sapiens), P00352. Purified ALDH1A1, NADH fluorescence, propionaldehyde substrate. Potency, µM (highest dose often 75.3 µM), inactives show at the top dose activity, negative = inhibition, most hits filed as inhibitors. hit rate 7.3% among 220,000; active = well fitted inhibition curve with a large enough effect, not every such curve was filed as active; inconclusive = small, poorly fitted or top-dose-only effect, or another doubt; inactive = no such curve, though single readings can be large or run the other way;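 also: plate controls were no enzyme wells and a reference inhibitor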
aGlu spleen mod: qHTS Assay for Inhibitors and Activators of Human alpha-Glucosidase From Spleen Homogenate. Potency, µM (series often up to 79.9 µM), for inactives: top-dose activity change, negative = inhibition, hits mostly inhibitors. human spleen homogenate, 4-MU-alpha-glucoside fluorescence. AID 2112, 2009. Lysosomal alpha-glucosidase (Homo sapiens), P10253. hit rate 0.006% among 240,000;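 also: 0% = enzyme with vehicle and -100% = no enzyme basal signal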
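Compounds were titrated against alpha-glucosidase in spleen homogenate at pH 5.0, with 1 mM 4-methylumbelliferyl substrate for 40 min at 37 C. Reactions were quenched with pH 10 NaOH/glycine and fluorescence measured.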
KDM4E inh: qHTS Assay for Inhibitors of Human Jumonji Domain Containing 2E (JMJD2E) | AID 2147, 2009 | JMJD2E catalytic domain, FDH-coupled NADH fluorescence (FDH is formaldehyde dehydrogenase) | hit rate 1.6% among 230,000 | Lysine-specific demethylase 4E (Homo sapiens), B2RXH2 | Potency, µM (highest dose often 57.1 µM), for inactives: top-dose activity change, negative = inhibition, hits mostly inhibitors; active = well fitted inhibition curve with a large enough effect, not every such curve was filed as active; inconclusive = small, poorly fitted or top-dose-only effect, or another doubt; inactive = no such curve, though single readings can be large or run the other way;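 also: 0% = wells with enzyme and -100% = buffer wells without enzyme; nearly all actives have a fitted effect of over 50% in size; many of its hits are not listed in these tables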
Target sequence (B2RXH2 1-337 limits assumed): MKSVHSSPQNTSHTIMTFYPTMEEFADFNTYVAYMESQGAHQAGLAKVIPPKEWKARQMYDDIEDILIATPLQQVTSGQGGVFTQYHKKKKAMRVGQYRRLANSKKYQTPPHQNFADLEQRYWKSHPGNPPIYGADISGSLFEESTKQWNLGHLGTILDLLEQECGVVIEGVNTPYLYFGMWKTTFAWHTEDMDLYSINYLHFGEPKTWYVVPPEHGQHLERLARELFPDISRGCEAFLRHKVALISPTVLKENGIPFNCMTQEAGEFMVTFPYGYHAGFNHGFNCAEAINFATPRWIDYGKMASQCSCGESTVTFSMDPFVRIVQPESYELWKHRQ
GoLoco inh red: qHTS Assay for Inhibitors of RGS12 GoLoco Motif Activity (Red Fluorophore); Guanine nucleotide-binding protein G(i) subunit alpha-1 (Homo sapiens), P63096; hit rate 0.44% among 230,000; AID 880, 2007; Gai1:RGS12 GoLoco peptide FP, rhodamine, 10 min; Potency, µM (titrated, usually from 61.6 µM), for inactives: top-dose activity, negative = inhibition, hits mostly inhibitors; active = well fitted inhibition curve with a large enough effect, not every such curve was filed as active; inactive = no such curve, though single readings can be large or run the other way; also: % is scaled to controls: 0 for no effect and ±100 for the full control effect; nearly all actives have a fitted effect of over 30% in size; many of its hits are not listed in these tables
GAA inhib: qHTS Assay for Inhibitors of Human alpha-Glucosidase as a Potential Chaperone Treatment of Pompe Disease; Lysosomal alpha-glucosidase (Homo sapiens), P10253; purified human GAA, 4-MU-alpha-glucoside fluorescence; Potency, µM (highest dose often 76.9 µM), for inactives: top-dose activity change, negative = inhibition, most hits filed as inhibitors; hit rate 0.005% among 200,000;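 also: plate controls were uninhibited enzyme wells for no effect and no-enzyme background for full effect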
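Human enzyme at 4 nM with 400 uM 4-methylumbelliferyl-alpha-D-pyranoside, citrate/phosphate buffer pH 5.0, 0.005% Tween-20, 20 min at room temperature. Compounds up to 77 uM. 4-MU fluorescence (Ex 365/Em 440) read after NaOH/glycine stop; AC50 from Hill fit.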
GAA glycogen: qHTS Assay for Inhibitors and Activators of Human alpha-Glucosidase Cleavage of Glycogen | recombinant GAA, glycogen substrate, Amplex Red glucose oxidase fluorescence | Potency, µM (doses to about 76.4 µM), for inactives: at the highest dose activity change, negative = inhibition, most hits filed as inhibitors | hit rate 0.38% among 300,000;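 also: 0% = full enzyme reaction and -100% = no-enzyme basal signal; the screen sought inhibitors and activators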
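Natural-substrate format: glycogen cleavage by 4 nM human enzyme, glucose read by Amplex Red coupling (Ex 573, Em 610 nm). Normalized to enzyme and no-enzyme controls.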
* hit, by the source's call; ? = inconclusive; nt = not tested or not shown; & = joins results of further samples; [ ] = another dose, or the depositor's remark. Unless noted, calls follow the shape of the dose curve; as a rule, active = well fitted curve in the direction sought with a large enough effect; inconclusive = small, poorly fitted or top-dose-only effect, or another doubt; inactive = no such curve, though single readings can be large; an effect the other way counts as inactive or inconclusive. Potency is read from the fitted curve at half-maximal effect. An excerpt; count on the stated rates, not on these rows.

SMILES	SMN2 splice up	aGal spleen mod	ALDH1A1 block	aGlu spleen mod	KDM4E inh	GoLoco inh red	GAA inhib	GAA glycogen
CCOC(=O)C(CC)Sc1nc2c(c(=O)[nH]c(=O)n2C)n1C/C=C(/C)Cl (stereo unspecified)	9%	1%	3.5µM*	-12%	-4%	-14%	1%	0%
Cc1c(-c2ccccc2)nc2ccccc2c1C(=O)O	33%	8%	-10%	3%	-2%	4%	-6%	4%
O=C(CN1C(=O)COc2ccc(Cl)cc21)N1CCc2ccccc21	2%	-1%	0%	1%	-9%	-6%	-9%	0%
Clc1ccc(SCCn2ccnc2)cc1	7%	4%	-12%	-4%	?	0%	-1%	1%
CN(C)c1cccc(C(=O)OCc2cc(=O)oc3cc(O)ccc23)c1	?	29%	?	-11%	?	-8%	8%	0%
CCN(C(=O)C1CCN(S(=O)(=O)c2ccc3c(c2)oc(=O)n3C)CC1)c1cccc(C)c1	-10%	-21%	-1%	-17%	-6%	6%	?	-1%
COC(=O)COc1ccc(S(=O)(=O)Nc2cc([N+](=O)[O-])ccc2C)cc1	-1%	6%	4%	10%	7%	9%	-2%	-10%
CCOC(=O)[C@@H]1C(c2c(OC)cc(OC)cc2OC)=NO[C@@H]1C(=O)OCC	4%	2%	-3%	2%	-4%	5%	1%	-7%
Cn1c(N/N=C/c2cccs2)nc2c1c(=O)n(Cc1ccccc1)c(=O)n2C	-16%	2%	5%	-3%	5%	5%	-14%	-13%
CC(C)N1C/C(=C/c2ccsc2)C(=O)/C(=C/c2ccsc2)C1	-78%[inhibitor]	-2%	-14%	-19%	?	-8%	-9%	-8%
COc1cc(NC(=S)NNC(=O)C(C)(C)O)cc(OC)c1	0%	-1%	-10%	0%	-11%	9%	?	?
Cc1ccc(C(=O)OCCN2CCN(c3ncc(C(F)(F)F)cc3Cl)CC2)cc1	-10%	11%	8%	1%	3%	-4%	-8%	2%
Cc1cc(C)c(C#N)c(SCc2ccccc2C(=O)O)n1	-17%	4%	6%	4%	8%	8%	-5%	-4%
CN(CC(=O)Nc1cccc2c1CCCC2)S(=O)(=O)c1ccc(Cl)cc1	-4%	6%	8%	-8%	5%	-1%	5%	-3%
CC1C/C(=N/N2C(=O)CSC2=S)CC(C)(C)C1 (stereo unspecified)	-6%	6%	-16%	4%	-8%	27%	-5%	?
O=C(c1ccc(NS(=O)(=O)c2cccc3cccnc23)cc1)N1CCCCC1	-19%	6%	?	-5%	-3%	13%	?	-10%
Cc1ccc(S(=O)(=O)NC(=NC(C)C)c2ccccc2)cc1	nt	4%	-1%	2%	2%	7%	6%	11%
CCOC(=O)Cn1cnc2c(sc3nc(C)cc(C)c32)c1=O	nt	-6%	nt	-11%	?	4%	nt	8%
COC(=O)Nc1nn(-c2ccc(Cl)cc2)c(=O)c(C#N)c1C	nt	5%	nt	6%	-17%	7%	nt	0%
Cc1ccccc1Nc1nc(N)nc(CSc2nc3ccccc3c(=O)n2C)n1	-46%	4%	0%	-3%	-3%	14%	2%	5%
Cc1ccc(NS(=O)(=O)c2cc([N+](=O)[O-])ccc2N/N=C/c2sc(N3CCOCC3)nc2-c2ccccc2)c(C)c1	nt	8%	nt	6%	2%	104%[activator]	nt	2%
NNC(=O)CNC(c1ccccc1)c1cc(Br)ccc1N (stereo unspecified)	nt	-1%	nt	0%	0%	6%	nt	?
Cc1cccc2cc(C#N)c(NCCCn3ccnc3)nc12	-13%	17%	?	4%	?	2%	8%	-8%
CCc1ccccc1NC(=O)Nc1cccc(F)c1	-4%	-6%	-3%	-4%	2%	5%	3%	14%
COc1ccc(S(=O)(=O)O/N=C2\CCCc3ccccc32)cc1	2%	-1%	?	-9%	-6%	-57%	4%	3%
CN(C)c1ccc(/C=C/C(=O)c2cccnc2)cc1	nt	-4%	nt	-9%	-4%	206%[activator]	nt	-18%
O=C(CSc1ncccc1C(=O)O)c1ccc2ccccc2c1	?	1%	?	-2%	-11%	10%	-3%	-13%
CN(Cc1ccccc1)c1nc(N)c([N+](=O)[O-])c(NCc2ccccc2)n1	-28%	2%	-8%	6%	-4%	10%	-1%	-11%
CC(C)N1CSC(=S)N(Cc2ccccc2)C1	-22%	3%	?	nt	-3%	0%	-1%	nt
COc1ccc(C)cc1N(C(=O)COc1cccc(F)c1)c1nc2ccccc2s1	-9%	8%	0%	3%	-14%	15%	?	-8%
OCc1ccc(-c2nn(Cc3ccccc3)c3ccccc23)o1	-36%&-45%[inhibitor]	1%&1%	?	-11%&-9%	?	-11%&6%	nt	nt
COc1ccc(-c2csc(NC(=O)c3cccs3)c2C(=O)O)cc1OC	16%	5%	?	0%	10%	-7%	-5%	6%
CCC(=O)NCCNc1nc2cc(C)c(C)cc2cc1C#N	18%	2%	?	0%	?	2%	?	10%
CCn1c(-c2cccnc2)n[nH]c1=S	22%	4%	12%	-6%	0%	3%	5%	-4%
CCC1CCC(c2nnc(-c3ccc([N+](=O)[O-])cc3)o2)CC1 (stereo unspecified)	21%	6%	11µM*	-3%	-2%	-3%	1%	-3%
O=C(O)COCC(=O)N1CCN(C(c2ccccc2)c2ccccc2)CC1	nt	2%	nt	4%	0%	4%	nt	6%
CCOC(=O)c1cc(-c2ccc(C)cc2)nc2nc(SC)[nH]c(=O)c12	6%	-1%	?	-3%	?	6%	?	-5%
CCN1CCN(C(=O)/C=C/c2ccc([N+](=O)[O-])cc2)CC1	-39%[inhibitor]	15%	?	1%	9%	-9%	7%	1%
OCC1OC(O)C(O)C(O)C1O (stereo unspecified)	nt	-6%	17%	-8%	nt	11%	nt	nt
N/C(=N\c1nc2c(c(=O)[nH]1)CCC2)Nc1cccc(Cl)c1	-22%	-1%	11%	-2%	-27%	6%	-22%	13%
CCOCCCNc1ncnc2c1[nH]c1ccccc12	-60%[inhibitor]	7%	?	0%	?	4%	-2%	-3%
CCOC(=O)C1(Cc2cccc(OC)c2)CCN(C(C)CC(C)(C)O)CC1 (stereo unspecified)	nt	-11%	3.5µM*	0%	3%	-16%	1%	30%
COc1ccc(C)cc1NC(=O)c1nnn(Cc2cccc(C(F)(F)F)c2)c1N	-4%	-7%	?	0%	?	-1%	0%	2%
CCOC(=O)c1ccc(NC(=O)CC2OCCN(CC)C2=O)cc1 (stereo unspecified)	?	-2%	1.8µM*	-5%	-6%	4%	?	6%
CC1=C(C(=O)Nc2ccccn2)C(c2ccc(Cl)cc2Cl)NC(=S)N1 (stereo unspecified)	-5%	2%	2.5µM*	4%	2%	7%	0%	0%
CSc1nc(SCC(N)=O)c2c3c(sc2n1)CN(C)CC3	3%	18%	?	6%	?	14%	13%	?
O=C1CSC(c2cccnc2)N1c1ccc(F)cc1 (stereo unspecified)	-21%	6%	4%	4%	-1%	-10%	-4%	-1%
O=C(NCc1ccncc1)c1cncc(Br)c1	-42%	-10%	-3%	-4%	-2%	-8%	3%	-6%
O=C(c1ccc(Cl)cc1)c1ccc(CN2C(=O)c3ccccc3C2=O)o1	-20%	4%	?	-1%	3%	9%	9%	-8%
CC1CN(C(=O)Nc2ccc3snnc3c2)c2ccccc21 (stereo unspecified)	?	2%	?	0%	?	16%	3%	-2%
NC(C(=O)NC1C(=O)N2C(C(=O)O)=C(Cl)CSC12)c1ccccc1 (stereo unspecified)	1%	-4%	16µM*	2%	?	-15%	nt	nt
O=C(CCNC(=O)c1ccccc1)NCC1CCCCC1	3%	2%	1%	-3%	-5%	5%	-2%	9%
O=C(NCc1cccnc1)/C(=C\c1ccc(-c2ccc(Br)cc2)o1)S(=O)(=O)c1ccccc1	-99%[inhibitor]	-6%	3.5µM*	-2%	?	3%	-5%	-11%
Cc1ccc2c(c1)C(c1ccc([N+](=O)[O-])cc1)=NNC(c1ccc(Br)cc1)=N2	-3%[1.84 µM]	4%	5%	1%	6%	7%	-4%	6%
O=C(Nc1ccccc1)OC1C2CCC1C(N1CCCCC1)CC2 (stereo unspecified)	-12%	4%	-1%	-2%	6%	3%	-8%	3%
O=C(NCc1ccco1)c1ccc(Cl)nc1	nt	-3%	nt	0%	0%	1%	nt	5%
CC(C)CCn1c(CN2CCN(c3cccc(Cl)c3)CC2)nc2c1c(=O)n(C)c(=O)n2C	nt	-4%	nt	-5%	3%	-5%	nt	4%
COc1cc(C)c(Cl)cc1S(=O)(=O)NCc1ccco1	-11%	-4%	9%	-6%	6%	2%	-7%	6%
CCCCCCCC1Cc2ccccc2C(C(C(=O)OC)C(=O)OC)N1C(=O)OC (stereo unspecified)	-6%	-18%	-1%	2%	0%	1%	nt	nt
CCn1c(NCc2cccc(OC)c2OC)nc2ccccc21	?	1%	2%	0%	?	6%	1%	9%

Arranged by count of non-hydrogen atoms (high to low): some entries from above
SMILES	SMN2 splice up	aGal spleen mod	ALDH1A1 block	aGlu spleen mod	KDM4E inh	GoLoco inh red	GAA inhib	GAA glycogen
Cc1ccc2c(c1)C(c1ccc([N+](=O)[O-])cc1)=NNC(c1ccc(Br)cc1)=N2	-3%[1.84 µM]	4%	5%	1%	6%	7%	-4%	6%
O=C(Nc1ccccc1)OC1C2CCC1C(N1CCCCC1)CC2 (stereo unspecified)	-12%	4%	-1%	-2%	6%	3%	-8%	3%
O=C(NCc1ccco1)c1ccc(Cl)nc1	nt	-3%	nt	0%	0%	1%	nt	5%
